EPAC1 antag = blocks human EPAC1 exchange factor | AID 720709 | hit rate 0.14% among 360,000 | EPAC1 GEF assay, Rap1b-BODIPY-GDP exchange fluorescence | Potency, µM (titrated, usually from 115 µM), for inactives: at the highest dose activity change, negative = inhibition, hits mostly inhibitors;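 further: potency means the concentration at half of the fitted maximal effect; plate controls were vehicle for no effect and positive control for full effect; nearly all actives have a fitted effect of over 50% in size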
Target sequence (O95398 whole entry, looked up): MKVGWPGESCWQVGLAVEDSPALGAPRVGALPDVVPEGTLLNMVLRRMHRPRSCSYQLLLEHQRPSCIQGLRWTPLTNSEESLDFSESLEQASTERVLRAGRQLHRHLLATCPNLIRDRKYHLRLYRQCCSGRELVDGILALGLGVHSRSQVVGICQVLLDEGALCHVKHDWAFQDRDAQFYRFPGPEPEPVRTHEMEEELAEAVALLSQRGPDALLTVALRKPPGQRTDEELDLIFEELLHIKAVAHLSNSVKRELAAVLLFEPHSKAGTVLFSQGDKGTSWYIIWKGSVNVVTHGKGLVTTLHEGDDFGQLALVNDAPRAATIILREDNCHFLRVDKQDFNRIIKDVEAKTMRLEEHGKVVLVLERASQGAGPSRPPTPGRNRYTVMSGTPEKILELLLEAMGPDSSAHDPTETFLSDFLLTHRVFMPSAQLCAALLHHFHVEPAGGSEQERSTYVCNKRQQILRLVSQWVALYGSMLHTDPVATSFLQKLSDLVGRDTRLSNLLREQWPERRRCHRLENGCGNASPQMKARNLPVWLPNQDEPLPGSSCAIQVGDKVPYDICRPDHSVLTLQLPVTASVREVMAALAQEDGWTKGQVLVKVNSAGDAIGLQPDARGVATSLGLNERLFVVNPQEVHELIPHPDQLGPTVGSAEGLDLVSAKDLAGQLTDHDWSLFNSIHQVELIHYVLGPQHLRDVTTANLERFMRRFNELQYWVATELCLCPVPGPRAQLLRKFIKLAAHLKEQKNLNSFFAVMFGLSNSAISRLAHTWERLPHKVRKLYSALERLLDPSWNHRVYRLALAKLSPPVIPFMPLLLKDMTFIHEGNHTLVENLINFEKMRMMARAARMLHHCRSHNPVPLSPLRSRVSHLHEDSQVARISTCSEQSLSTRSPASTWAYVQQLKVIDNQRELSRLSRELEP
PLK1 PBD block = PLK1 (human) polo-box domain binding inhibition. P53350. Plk1 PBD binding of FITC phosphopeptide, fluorescence polarization. Potency, µM, for the others: max response, negative = inhibition, most hits filed as inhibitors. hit rate 2.8% among 360,000. AID 720504; further: potency means the concentration at half of the fitted maximal effect; series mostly up to about 57 µM; on the % scale 0 is the no-effect control and ±100 the full control effect; nearly all actives have a fitted effect of over 65% in size
FUS suppressor = rescues growth of FUS-expressing yeast; Potency, µM (doses to about 76.6 µM), inactives show at the highest dose growth rescue (activation), actives largely listed as activators; AID 1347120; hit rate 0.24% among 390,000; S. cerevisiae FUS-expressing, growth rescue, OD600, 24 h;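 further: potency means the concentration at half of the fitted maximal effect; plate controls were DMSO vehicle for no effect and reference control for full effect; nearly all actives have a fitted effect of over 55% in size; some results filed as inactive show a strong effect at the top dose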
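Toxicity suppression screen in FUS-yeast. Cells induced with 2% galactose, starting OD 0.005, treated 24hr at 30C with compounds at multiple final concentrations; growth by OD600.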
PI5P4Ka inh = PI5P4K alpha (human) kinase inhibition. PI5P4Kalpha enzyme, ADP-Glo luminescence, 60 min; active compounds read low. max response, %. hit rate 1.2% among 330,000; active means max response of -50% or lower; inconclusive means between -30% and -50%; inactive means -30% or higher; further: value at the top dose of about 77 µM; on the % scale 0 is the no-effect control and ±100 the full control effect
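Quantitative HTS of the MLSMR library against PI5P4Kalpha with substrate. ATP added last at 5 microM final; room temperature, 60 minutes. Remaining ATP depleted, ADP converted and read as luminescence.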
EPAC1 agonist = agonists of human EPAC1 | EPAC1 agonist qHTS, biochemical assay; response scale: 100% = response to 6.5 mM cAMP | Potency, µM (top dose mostly 154 µM), for the others: at the top dose activation, usual class: activators | hit rate 0.073% among 360,000 | AID 720707; further: potency means the concentration at half of the fitted maximal effect; nearly all actives have a fitted effect of over 60% in size
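Normalized to 6.5 mM cAMP, activity reflects EPAC1-catalysed release of BODIPY-GDP from Rap1B, followed kinetically over 30 min at 480 nm excitation, 540 nm emission. Reaction contained 100 nM EPAC1, 250 nM Rap1B-BODIPY-GDP, 50 uM GDP.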
WRN helicase inh = inhibitors of human WRN helicase; hit rate 0.46% among 360,000; Potency, µM (highest dose often 114 µM), for inactives: top-dose activity change, negative = inhibition, usual class: inhibitors; WRN helicase unwinding, fluorescent forked duplex, kinetic; further: potency means the concentration at half of the fitted maximal effect; on the % scale 0 is the no-effect control and ±100 the full control effect; nearly all actives have a fitted effect of over 55% in size
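Primary qHTS, 1536-well format. 20 nM WRN + compound, 15 min RT; start with 100 nM forked fluorophore/quencher duplex, 2 mM ATP (final); kinetic read ex 525/em 598 nm.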
IL-2 act = IL-2 activation | IL-2 activation reporter assay, cell-based qHTS; stimulated with anti-CD3/CD4/CD28 beads; in transgenic mouse T cells | activation, % (series mostly up to about 46 µM) | hit rate 0.065% among 360,000 | AID 652025; in the data active means activation above about 50%; inconclusive means mostly about 30% to 49%; further: 0% is about no effect
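First, unstimulated transgenic mouse T cells were exposed to compound for 60 min. Next, anti-CD3/anti-CD4-coated beads with anti-CD28 were added. Finally, after 18 h at 37 degrees C, EGFP and DsRed were imaged.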
Abeta yeast res = A-beta toxicity reversal in yeast | Potency, µM (top dose mostly 46.1 µM), for inactives: at the top dose growth rescue, actives largely listed as activators | hit rate 0.063% among 410,000 | AID 1347071 | yeast expressing A-beta42, growth rescue, OD600, 48 h; response scale: 0% DMSO, 100% iron-clioquinol control; further: potency means the concentration at half of the fitted maximal effect; nearly all actives have a fitted effect of over 55% in size
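Yeast A-beta toxicity model in growth medium with pinned compounds, 48 h at 30 C; growth read as absorbance at 600 nm. Normalized to FeCl3/clioquinol equimolar mix (positive) and DMSO (negative).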
Starred values were filed as active, the others as inactive; [ ] = remark or other dose. Unless noted, the call rests on the fitted dose curve; in most records, active means well fitted curve in the direction sought with a large enough effect; inconclusive means small, poorly fitted or top-dose-only effect, or another doubt; inactive means no such curve, though single readings can be large; an effect the other way counts as inactive or inconclusive.

`CCCCN(CCCC)CCCNC(=O)CC1Oc2ccc(C)cc2NC1=O` (stereo not drawn) gave EPAC1 antag 1%, PLK1 PBD block -22%, FUS suppressor 15%, EPAC1 agonist 3%, WRN helicase inh 6%, IL-2 act -1.2 and Abeta yeast res -1%.
CC1CCN(C2=NC(=O)/C(=C/c3cccc(O)c3)S2)CC1 was read as EPAC1 antag -5%, PLK1 PBD block 3%, FUS suppressor 12%, PI5P4Ka inh -4, EPAC1 agonist -6%, WRN helicase inh 8%, IL-2 act -3.1 and Abeta yeast res -4%.
For CCc1ccc(-c2cc3c(=O)n(CC(=O)N4CCCCCC4)nc(C)n3n2)cc1 the results were EPAC1 antag 4%, PLK1 PBD block -4%, FUS suppressor -27%, PI5P4Ka inh 0, EPAC1 agonist 4%, WRN helicase inh 3%, IL-2 act 6.9 and Abeta yeast res 2%.
For CSCCC(c1nc2ccccc2[nH]1)n1c(=O)c(-c2cccnc2)nc2ccccc21 (stereo not drawn) the results were EPAC1 antag -15%, PLK1 PBD block -19%, FUS suppressor 12%, PI5P4Ka inh 7, EPAC1 agonist 6%, WRN helicase inh -7%, IL-2 act -1.0 and Abeta yeast res -15%.
Screening CCOC(=O)C(O)(CC(=O)c1ccc(OC)cc1)C(F)(F)F (stereo not drawn) returned EPAC1 antag -5%, PLK1 PBD block -10%, FUS suppressor 15%, PI5P4Ka inh 0, EPAC1 agonist -3%, WRN helicase inh 3%, IL-2 act -0.1 and Abeta yeast res -6%.
CC(C)CNC(=S)NNC(=O)c1csc2c1CCC(C)C2 (stereo not drawn) was read as EPAC1 antag -1%, PLK1 PBD block -20%, FUS suppressor 19%, EPAC1 agonist -6%, WRN helicase inh 3%, IL-2 act -2.2 and Abeta yeast res 22%.
O=C(c1ccccc1Br)N1N=C(c2ccccc2)CC1c1ccccc1F (stereo not drawn) was read as EPAC1 antag -10%, PLK1 PBD block 0%, FUS suppressor inconclusive, PI5P4Ka inh 1, EPAC1 agonist -2%, WRN helicase inh -5%, IL-2 act -0.9 and Abeta yeast res -4%.
For Cc1c(S(=O)(=O)N2CCCC(C)C2)c(=O)n(C)c(=O)n1C (stereo not drawn) the results were EPAC1 antag -6%, PLK1 PBD block -2%, FUS suppressor 3%, PI5P4Ka inh 3, EPAC1 agonist 15%, WRN helicase inh -4%, IL-2 act 0.5 and Abeta yeast res 2%.
For O=C1CCCc2c1nc(-c1cccc(Cl)c1)n2O the results were EPAC1 antag 25%, PLK1 PBD block -17%, FUS suppressor 10%, EPAC1 agonist 2%, WRN helicase inh -22%, IL-2 act 0.8 and Abeta yeast res -14%.
`CCC(C)NCCOc1ccc(Br)cc1` (stereo not drawn) gave EPAC1 antag -15%, PLK1 PBD block -7%, FUS suppressor 3%, PI5P4Ka inh -1, EPAC1 agonist 0%, WRN helicase inh 6%, IL-2 act -0.3 and Abeta yeast res 2%.
For Clc1ccc(OCCSc2ncccn2)c(Br)c1 the results were EPAC1 antag -24%, PLK1 PBD block -14%, FUS suppressor 19%, PI5P4Ka inh 16, EPAC1 agonist 14%, WRN helicase inh -3%, IL-2 act -0.3 and Abeta yeast res 1%.
`Cc1nn(C)cc1/C=N/NC(=S)Nc1ccc(Cl)cc1Cl` gave EPAC1 antag -15%, PLK1 PBD block -10%, FUS suppressor -8%, PI5P4Ka inh 8, EPAC1 agonist 2%, WRN helicase inh -15%, IL-2 act 3.2 and Abeta yeast res 11%.
For COc1cccc(C(=O)CSc2nccn2C)c1 the results were EPAC1 antag 7%, PLK1 PBD block -6%, FUS suppressor -8%, PI5P4Ka inh -4, EPAC1 agonist -1%, WRN helicase inh 13%, IL-2 act 1.0 and Abeta yeast res -1%.
Screening COc1ccc(NC(=O)c2ccc3ccccc3c2)cc1NS(=O)(=O)c1ccc(F)cc1 returned EPAC1 antag -25%, PLK1 PBD block 3%, PI5P4Ka inh 1, EPAC1 agonist 18%, WRN helicase inh -11%, IL-2 act -0.2 and Abeta yeast res 18%.
Cc1cc(C)c(NC(=O)CS(=O)CC(=O)NCCCc2ccccc2)c(C)c1 (stereo not drawn) was read as EPAC1 antag 18%, PLK1 PBD block -7%, FUS suppressor 2%, EPAC1 agonist 14%, WRN helicase inh -7%, IL-2 act -0.7 and Abeta yeast res 8%.
Screening COc1cc(C2CC(=O)C3=C(C2)Nc2ncnn2C3c2cccs2)cc(OC)c1OC (stereo not drawn) returned EPAC1 antag 6%, PLK1 PBD block 3%, FUS suppressor 3%, PI5P4Ka inh -3, EPAC1 agonist -4%, WRN helicase inh -1%, IL-2 act 1.0 and Abeta yeast res 17%.
For S=C1SCN(Cc2cccnc2)CN1Cc1cccnc1 the results were EPAC1 antag 10%, PLK1 PBD block 0%, FUS suppressor -4%, PI5P4Ka inh 4, EPAC1 agonist 4%, WRN helicase inh -5%, IL-2 act -6.3 and Abeta yeast res -92%[inhibitor].
For CC(C)(CN=C1NS(=O)(=O)c2ccccc21)CNC(=O)c1ccccc1 the results were EPAC1 antag 12%, PLK1 PBD block 2%, FUS suppressor 20%, PI5P4Ka inh 5, EPAC1 agonist 7%, WRN helicase inh -6%, IL-2 act -0.1 and Abeta yeast res 16%.
Screening CCOc1ccc(S(=O)(=O)N/N=C\c2ccc3c(c2)OCO3)cc1 returned EPAC1 antag -17%, PLK1 PBD block 0%, FUS suppressor 6%, PI5P4Ka inh 5, EPAC1 agonist -4%, WRN helicase inh -5%, IL-2 act -0.5 and Abeta yeast res 3%.
Cc1cccc(-n2c(SCC(N)=O)nnc2-c2ccccn2)c1C was read as EPAC1 antag 0%, PLK1 PBD block -1%, FUS suppressor 26%, PI5P4Ka inh 1, EPAC1 agonist 0%, WRN helicase inh -1%, IL-2 act 0.1 and Abeta yeast res 4%.

Of the compounds above, these contain an aryl thioether with sulfur outside any ring:
For Clc1ccc(OCCSc2ncccn2)c(Br)c1 the results were EPAC1 antag -24%, PLK1 PBD block -14%, FUS suppressor 19%, PI5P4Ka inh 16, EPAC1 agonist 14%, WRN helicase inh -3%, IL-2 act -0.3 and Abeta yeast res 1%.
For COc1cccc(C(=O)CSc2nccn2C)c1 the results were EPAC1 antag 7%, PLK1 PBD block -6%, FUS suppressor -8%, PI5P4Ka inh -4, EPAC1 agonist -1%, WRN helicase inh 13%, IL-2 act 1.0 and Abeta yeast res -1%.
Cc1cccc(-n2c(SCC(N)=O)nnc2-c2ccccn2)c1C was read as EPAC1 antag 0%, PLK1 PBD block -1%, FUS suppressor 26%, PI5P4Ka inh 1, EPAC1 agonist 0%, WRN helicase inh -1%, IL-2 act 0.1 and Abeta yeast res 4%.

Continued:
`CC(=O)c1cccn1S(=O)(=O)c1ccccc1` gave EPAC1 antag -6%, PLK1 PBD block 0%, FUS suppressor 3%, PI5P4Ka inh -1, EPAC1 agonist 8%, WRN helicase inh -1%, IL-2 act -0.7 and Abeta yeast res 3%.
For COC(=O)C1=C(C)NC(C)=C(C(=O)OC)C1/C=C/c1ccccc1 the results were EPAC1 antag -1%, PLK1 PBD block -2%, FUS suppressor 21%, EPAC1 agonist 13%, WRN helicase inh -4%, IL-2 act -0.3 and Abeta yeast res 1%.
For CC=CCn1c(SCCCc2ccccc2)nc2c1c(=O)[nH]c(=O)n2C the results were EPAC1 antag 16%, PLK1 PBD block inconclusive, FUS suppressor 17%, PI5P4Ka inh -3, EPAC1 agonist -2%, WRN helicase inh -14%, IL-2 act -0.2 and Abeta yeast res 3%.
CCOc1ccc(NC(=O)CSc2nnc(C34CC5CC(CC(C5)C3)C4)n2C)cc1 was read as EPAC1 antag 13%, PLK1 PBD block -6%, FUS suppressor 1%, PI5P4Ka inh 0, EPAC1 agonist -13%, WRN helicase inh 0%, IL-2 act -0.6 and Abeta yeast res -7%.
`COc1ccc(C(=O)COC(=O)CCC(=O)c2cccs2)cc1` gave EPAC1 antag 17%, PLK1 PBD block 1%, FUS suppressor 6%, PI5P4Ka inh -3, EPAC1 agonist 5%, WRN helicase inh -3%, IL-2 act 2.5 and Abeta yeast res -10%.
Screening O=C(Cc1ccccn1)c1ccncc1 returned EPAC1 antag 8%, PLK1 PBD block -15%, FUS suppressor 14%, PI5P4Ka inh 1, EPAC1 agonist 3%, WRN helicase inh 3%, IL-2 act 0.4 and Abeta yeast res -4%.
For CCCCC[C@@H]1C=C(C(=O)O)[C@H](c2ccc3c(c2)OCO3)N1S(=O)(=O)c1ccc(C)cc1 the results were EPAC1 antag -10%, PLK1 PBD block -30%, FUS suppressor 41%, PI5P4Ka inh -3, EPAC1 agonist -12%, WRN helicase inh -9%, IL-2 act 0.5 and Abeta yeast res -1%.
CCC(C)[C@H]1CNCCN1CCCc1cc(OC)c(OC)c(OC)c1 (stereo partly drawn) was read as EPAC1 antag -4%, PLK1 PBD block -1%, FUS suppressor -24%, PI5P4Ka inh 9, EPAC1 agonist -10%, WRN helicase inh -2%, IL-2 act -0.3 and Abeta yeast res 4%.
`Cc1ccc(C2(CCN)CCOC(C(C)C)C2)cc1` (stereo not drawn) gave EPAC1 antag 9%, PLK1 PBD block -7%, FUS suppressor -16%, PI5P4Ka inh 16, EPAC1 agonist -5%, WRN helicase inh 7%, IL-2 act 1.1 and Abeta yeast res 15%.
Screening Cc1ccc(C(CC(=O)O)C2CCOC(C)(C)C2)cc1 (stereo not drawn) returned EPAC1 antag -1%, PLK1 PBD block -2%, FUS suppressor -5%, EPAC1 agonist 0%, WRN helicase inh 3%, IL-2 act -1.8 and Abeta yeast res 9%.
Screening Cc1cccc(Cn2nc(C(C)(C)C)cc2C(=O)Nc2ccc(F)cc2)c1 returned EPAC1 antag -17%, PLK1 PBD block 1%, FUS suppressor 12%, PI5P4Ka inh 12, EPAC1 agonist 6%, WRN helicase inh -15%, IL-2 act -0.4 and Abeta yeast res 21%.

Assay outcomes: PubChem BioAssay, National Center for Advancing Translational Sciences (NCATS)

Random draw from the library (roughly 4.1% active in at least one column).
